Bioassay records (PubChem BioAssay)
Mm-Cpn inhibitor = Inhibitors of TCP-1 ring complex (TRiC) of Methanococcus maripaludis (MmCpn): qHTS; 0.031% of 330,000 active; purified Mm-Cpn ATPase, ADP Transcreener TR-FRET; Chaperonin Mm-Cpn (Methanococcus maripaludis); Potency, µM (series often up to 76.9 µM), without a hit: at the highest dose activity, negative = inhibition, actives largely listed as inhibitors; note: potency is the fitted concentration of half-maximal effect; % is set by controls: 0 for no effect and ±100 for the full control effect; nearly all actives have a fitted effect of over 80% in size
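ATPase read-out: TR-FRET ADP immunoassay (anti-ADP Eu cryptate vs ADP-d2), ex 320 nm, em 590/665 nm; signal drops as ADP forms. Enzyme 25 nM, ATP 10 uM, 30 min at 37°C after 10 min compound preincubation.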
HepG2 viability = qHTS for Inhibitors of TGF-b: Cytotox Counterscreen; Potency, µM (series often up to 46.1 µM), for inactives: at the top dose activity change, negative = cytotoxicity, most hits filed as cytotoxic; 0.76% of 410,000 active; HepG2 CAGA-GFP viability, ATP luminescence, 18 h; AID 588856, 2011; note: potency is the fitted concentration of half-maximal effect; some results filed as inactive show a strong effect at the top dose
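CellTiter-Glo luminescence gave cytotoxicity after 18 hours at 37 degrees C. The cells were HepG2 CAGA-GFP in 1% FBS DMEM, stimulated with 500 pg/mL TGF-beta after compound addition. %Activity was normalised to no-cell wells (complete cell-killing) and DMSO (no toxicity), and curves were fitted and classified.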
Abeta yeast res = qHTS for compounds that reverse cellular toxicity of Amyloid beta (A-beta) peptide in yeast: Primary Screen | yeast expressing A-beta42, growth rescue, OD600, 48 h; response scale: 0% DMSO, 100% iron-clioquinol control | Potency, µM (doses to about 46.1 µM), for inactives: at the top dose growth rescue, most hits filed as activators | 0.063% of 410,000 active; note: potency is the fitted concentration of half-maximal effect; nearly all actives have a fitted effect of over 55% in size
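Growth rescue measured by 600 nm absorbance after 48 h yeast culture at 30 C with compound. Values normalized between DMSO and an equimolar ferric chloride plus clioquinol control.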
pAkt inh = HTS Assay for Inhibitors of Akt Phophorylation: Primary Screen; activity change, % for hits at 50 µM; AID 651550, 2012; 0.32% of 360,000 active; Neuro2A IGF-stimulated pAkt S473 HTRF, 20 min; active compounds read low; in the data active = activity change below about -80%; inconclusive = mostly about -51% to -80%; note: % is set by controls: 0 for no effect and ±100 for the full control effect
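Neuro2A cells in DMEM with 0.5% FBS, overnight at 37 deg C, given compound at single 50 µM final, then IGF (6 nM final) for 20 min at 37 deg C. Lysed; phospho-Akt Ser473 by HTRF after 24 h, 665/615 ratio.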
Nrf2 activator = qHTS of Nrf2 Activators; AREc32 ARE-luciferase reporter (MCF7-derived line), luminescence, 24 h; Potency, µM (series often up to 46.1 µM), inactives show top-dose activation, usual class: activators; 0.31% of 410,000 active; note: potency is the fitted concentration of half-maximal effect; % of control where 0% means no effect; nearly all actives have a fitted effect of over 65% in size
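Reporter line AREc32 (ARE-Fluc), seeded overnight in OPTI-MEM with 5% FBS; compound pin-transferred, 24 hr at 37 deg C, 5% CO2; luminescent read-out.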
A549 tox = Nrf2 qHTS screen for inhibitors: counterscreen for cytotoxicity; Potency, µM (highest dose often 46 µM), inactives show at the highest dose activity change, negative = cytotoxicity, most hits filed as inhibitors; A549 ARE-Fluc cells, CellTiter-Fluor viability, 18-24 h; 0.16% of 390,000 active; note: potency is the fitted concentration of half-maximal effect; % is set by controls: 0 for no effect and ±100 for the full control effect
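Cytotoxicity counterscreen: CellTiter-Fluor fluorescence was measured in A549 ARE_Fluc cells after 18-24 h of compound exposure in a concentration series. The subsequent BugLite luminescent read reports ARE-luciferase activity.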
CCT modulator = High-Throughput Screening for Modulators of Cytosolic Chaperonin Activity | activity change, % (test concentration not listed), hits read low | purified chaperonin ATPase assay, HTRF ADP detection, 30 min | 0.3% of 360,000 active; in the data active = activity change below about -30%; note: % is set by controls: 0 for no effect and ±100 for the full control effect
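TRiC (40 or 20 nM final, by batch activity) in 30 mM Tris pH 7.4, 100 mM KCl, 5 mM MgCl2, 1 mM DTT was treated with compound at 76 uM single dose, then 10 uM ATP, 30 min at 37 °C. ADP was read by HTRF Transcreener.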
Nrf2 block = Nrf2 qHTS screen for inhibitors. A549 ARE-Fluc reporter, luciferase luminescence, 18-24 h. Potency, µM (series often up to 46 µM), for the others: at the top dose activity change, negative = inhibition, most hits filed as inhibitors. 2.1% of 360,000 active. AID 504444, 2011; note: potency is the fitted concentration of half-maximal effect; % is set by controls: 0 for no effect and ±100 for the full control effect; nearly all actives have a fitted effect of over 60% in size
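A549 ARE_Fluc cells (5000/well, 5% FBS OPTI-MEM) pre-incubated 2 h, then treated with compounds 18-24 h at 37C/5% CO2 in concentration-response. CellTiter-Fluor viability read first; BugLite luciferase luminescence after 15 min at room temperature gives Nrf2 activity.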
TGFb inhibitor = qHTS for Inhibitors of TGF-b; Potency, µM (top dose mostly 46.1 µM), without a hit: at the top dose activity, negative = inhibition, actives largely listed as inhibitors; 1.2% of 410,000 active; HepG2 CAGA-GFP TGF-b/SMAD3 reporter, GFP fluorescence, 18 h; TGF-beta stimulated, 500 pg/mL final; note: potency is the fitted concentration of half-maximal effect; % is set by controls: 0 for no effect and ±100 for the full control effect; nearly all actives have a fitted effect of over 65% in size
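Using HEPG2 CAGA-GFP reporter cells at 1000 cells/well, we pinned test compounds, stimulated with recombinant TGF-beta (500 pg/mL final) and measured total well GFP after 18 h.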
* = called active by the depositor; i = inactive; ? = inconclusive; nt = no result given; [ ] = dose if it differs, or a comment. Unless noted, calls come from the whole dose curve; as a rule, active = well fitted curve in the direction sought with a large enough effect; inconclusive = small, poorly fitted or top-dose-only effect, or another doubt; inactive = no such curve, though single readings can be large; an effect the other way counts as inactive or inconclusive.

SMILES	Mm-Cpn inhibitor	HepG2 viability	Abeta yeast res	pAkt inh	Nrf2 activator	A549 tox	CCT modulator	Nrf2 block	TGFb inhibitor
O=C(/C=C\Nc1ccc2c(c1)OCO2)c1ccc2c(c1)OCO2	-1.2%	-15.8%	-41.2%[inhibitor]	i	10.9%	-7.5%	9.5	-14.0%	0.0%
COc1ccc(-n2c(Cn3c(=O)sc4ccccc43)nnc2SCC(=O)N2CCCCC2)cc1	1.4%	-15.4%	12.4%	i	-0.8%	-14.7%	-1.0	?	-8.1%
CCOC(=O)c1sc(NC(=O)c2cc3c(s2)CCC(C)C3)nc1C (stereo not drawn)	-3.1%	-22.7%	-6.1%	?	-0.9%	-1.9%	1.6	?	-1.9%
COc1nc(OC)nc(N2CCC(C(=O)NC3CC3)CC2)n1	-0.9%	0.7%	-0.8%	i	-0.4%	-7.9%	-1.2	-13.9%	3.1%
Cc1ccc(NC(=O)Nc2nnc(SCC(=O)N3CCC(C)CC3)s2)cc1	nt	-41.8%	-7.3%	nt	0.9%	-16.3%	nt	nt	?
COc1ccc(C(=O)NC(=S)Nc2ccc3[nH]c(=O)[nH]c3c2)c(OC)c1	-9.2%	5.0%	-4.9%	i	0.0%	-0.5%	-17.1	24.1%	7.9%
COc1ccc(Cn2c(CCC(=O)Nc3ccc(CC#N)cc3)nc3cccnc32)cc1	-1.6%	-5.8%	4.4%	i	-0.2%	-18.6%	-8.9	-8.4%	-1.4%
O=C(c1cccc2nccnc12)N1CCCC(Nc2ccc(F)c(F)c2)C1 (stereo not drawn)	0.8%	-3.0%	9.5%	i	0.4%	-3.1%	-3.9	-5.4%	0.6%
C=CCSc1nn2c(=O)c3ccccc3nc2s1	1.5%	-32.6%	-13.5%	i	6.1%	18.6%	-1.1	?	-2.9%
CCN(CC(=O)Nc1ccccc1C(F)(F)F)C(=O)c1ccc2[nH]c3c(c2c1)CC(C)CC3 (stereo not drawn)	-0.6%	-5.8%	0.5%	i	2.3%	?	-7.5	25.9µM*	?

As a working copy, some entries already given.
SMILES	Mm-Cpn inhibitor	HepG2 viability	Abeta yeast res	pAkt inh	Nrf2 activator	A549 tox	CCT modulator	Nrf2 block	TGFb inhibitor
CCOC(=O)c1sc(NC(=O)c2cc3c(s2)CCC(C)C3)nc1C (stereo not drawn)	-3.1%	-22.7%	-6.1%	?	-0.9%	-1.9%	1.6	?	-1.9%
COc1nc(OC)nc(N2CCC(C(=O)NC3CC3)CC2)n1	-0.9%	0.7%	-0.8%	i	-0.4%	-7.9%	-1.2	-13.9%	3.1%
Cc1ccc(NC(=O)Nc2nnc(SCC(=O)N3CCC(C)CC3)s2)cc1	nt	-41.8%	-7.3%	nt	0.9%	-16.3%	nt	nt	?
COc1ccc(C(=O)NC(=S)Nc2ccc3[nH]c(=O)[nH]c3c2)c(OC)c1	-9.2%	5.0%	-4.9%	i	0.0%	-0.5%	-17.1	24.1%	7.9%
COc1ccc(Cn2c(CCC(=O)Nc3ccc(CC#N)cc3)nc3cccnc32)cc1	-1.6%	-5.8%	4.4%	i	-0.2%	-18.6%	-8.9	-8.4%	-1.4%
O=C(c1cccc2nccnc12)N1CCCC(Nc2ccc(F)c(F)c2)C1 (stereo not drawn)	0.8%	-3.0%	9.5%	i	0.4%	-3.1%	-3.9	-5.4%	0.6%
C=CCSc1nn2c(=O)c3ccccc3nc2s1	1.5%	-32.6%	-13.5%	i	6.1%	18.6%	-1.1	?	-2.9%
CCN(CC(=O)Nc1ccccc1C(F)(F)F)C(=O)c1ccc2[nH]c3c(c2c1)CC(C)CC3 (stereo not drawn)	-0.6%	-5.8%	0.5%	i	2.3%	?	-7.5	25.9µM*	?

Further results.
SMILES	Mm-Cpn inhibitor	HepG2 viability	Abeta yeast res	pAkt inh	Nrf2 activator	A549 tox	CCT modulator	Nrf2 block	TGFb inhibitor
COc1cccc(CC2(CO)CCCN(Cc3nc(-c4cccs4)oc3C)C2)c1 (stereo not drawn)	-2.8%	-26.4%	19.8%	i	6.4%	-10.6%	-0.2	5.9%	?
O=C(CN1CCCCC1)N/N=C/c1cccc(C(F)(F)F)c1	nt	-12.8%	17.4%	i	?	3.0%	0.5	0.8%	29.3%
CC1CCCCC1NC(=O)CN1CCC(NC(=O)c2ccc([N+](=O)[O-])cc2)CC1 (stereo not drawn)	-0.7%	4.8%	-3.6%	i	-0.5%	-6.1%	-0.8	7.31µM*	11.2%
Cc1ccc(C)n1-c1cccc(C(=O)Nc2ccccc2)c1	-5.0%	-5.2%	-6.3%	i	?	5.2%	2.6	11.1%	-6.7%
COc1ccc(Cl)cc1NC(=O)C1CC(c2c(F)cccc2Cl)=NO1 (stereo not drawn)	-0.7%	-3.5%	0.5%	i	0.1%	0.5%	-1.6	?	-3.2%
Cc1ccc(C(=O)Nc2ccccc2OC(F)F)cc1	0.8%	1.8%	4.1%	i	0.3%	-7.6%	0.0	18.8%	14.1%
CC(C)C1Cc2[nH][nH]c(=O)c2C(c2ccc(Cl)cc2)O1 (stereo not drawn)	nt	nt	-7.3%	i	-0.7%	nt	2.1	nt	nt
Cc1cc(C)nc(SCc2csc(-c3ccccc3)n2)n1	-5.3%	1.1%	-12.3%	i	1.6%	-0.6%	4.0	25.9%	-4.6%
COc1cc(OC)cc(C(=O)OCC(=O)NC(c2ccccc2)c2ccccc2)c1	-0.6%	5.5%	-6.6%	i	-0.1%	3.8%	1.2	0.6%	21.2%
Cc1ccc(SC[C@H](Cc2ccccc2)N2CCN(C)CCC2=O)cc1	0.5%	-21.9%	-6.1%	i	1.1%	0.7%	-3.1	13.6%	13.2%

3 entries out of the list, ordered by number of heavy atoms, largest number first:
SMILES	Mm-Cpn inhibitor	HepG2 viability	Abeta yeast res	pAkt inh	Nrf2 activator	A549 tox	CCT modulator	Nrf2 block	TGFb inhibitor
Cc1ccc(SC[C@H](Cc2ccccc2)N2CCN(C)CCC2=O)cc1	0.5%	-21.9%	-6.1%	i	1.1%	0.7%	-3.1	13.6%	13.2%
Cc1cc(C)nc(SCc2csc(-c3ccccc3)n2)n1	-5.3%	1.1%	-12.3%	i	1.6%	-0.6%	4.0	25.9%	-4.6%
CC(C)C1Cc2[nH][nH]c(=O)c2C(c2ccc(Cl)cc2)O1 (stereo not drawn)	nt	nt	-7.3%	i	-0.7%	nt	2.1	nt	nt
